Smad3 inh: Smad3/FoxH1 peptide binding inhibitors, primary screen, biochemical, TR-FRET. Mothers against decapentaplegic homolog 3 (Homo sapiens), P84022. TR-FRET Smad3/Dy647-FoxH1 peptide binding, europium anti-His. inhibition, % at 25 µM. actives 0.29% (n = 88,000). AID 630, 2007;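 active = compounds that reduce the energy-transfer binding signal between the protein and its labelled peptide by more than half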;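 note: 0% = Smad3 plus labelled peptide maximal FRET and 100% = peptide-only background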
ERa SRC1 pot: enhancers of ERα–SRC-1 coactivator binding, primary screen, biochemical, TR-FRET, ERα LBD, low estradiol | Estrogen receptor (Homo sapiens), P03372 | TR-FRET ERalpha-LBD/SRC-Cy5 coactivator binding, 2 h; 100 = basal binding, no effect | coactivator binding (% of control), % at 25.6 µM | actives 1.3% (n = 86,000) | AID 639, 2007; in the data active = activity above about 200%;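 note: binding measured in presence of low estradiol as agonist stimulus; 0% = peptide alone without receptor and 100% = receptor with peptide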
MT1-MMP txn act: MT1-MMP promoter reporter activation – cell-based, luciferase luminescence, primary screen; HT1080 MT1-MMP promoter luciferase reporter, overnight; stronger effect = higher value; activation factor at 10 µM; actives 0.16% (n = 86,000);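 active = activation factor of at least 2 for MT1-MMP transcription at 10 µM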
CD11b adhes inh: inhibitors of CD11b/CD18 adhesion to fibrinogen, primary screen, K562 cells, luminescence | ATPlite luminescence; Mn2+ added to activate the integrin | inhibition, % at 10 µM | actives 0.54% (n = 93,000);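 active = primary inhibition of 50% or more at 10 µM, then 40% or more on retest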; note: some results filed as inactive read as strong as hits
Target sequence (P05107 whole entry, looked up, other chains not shown): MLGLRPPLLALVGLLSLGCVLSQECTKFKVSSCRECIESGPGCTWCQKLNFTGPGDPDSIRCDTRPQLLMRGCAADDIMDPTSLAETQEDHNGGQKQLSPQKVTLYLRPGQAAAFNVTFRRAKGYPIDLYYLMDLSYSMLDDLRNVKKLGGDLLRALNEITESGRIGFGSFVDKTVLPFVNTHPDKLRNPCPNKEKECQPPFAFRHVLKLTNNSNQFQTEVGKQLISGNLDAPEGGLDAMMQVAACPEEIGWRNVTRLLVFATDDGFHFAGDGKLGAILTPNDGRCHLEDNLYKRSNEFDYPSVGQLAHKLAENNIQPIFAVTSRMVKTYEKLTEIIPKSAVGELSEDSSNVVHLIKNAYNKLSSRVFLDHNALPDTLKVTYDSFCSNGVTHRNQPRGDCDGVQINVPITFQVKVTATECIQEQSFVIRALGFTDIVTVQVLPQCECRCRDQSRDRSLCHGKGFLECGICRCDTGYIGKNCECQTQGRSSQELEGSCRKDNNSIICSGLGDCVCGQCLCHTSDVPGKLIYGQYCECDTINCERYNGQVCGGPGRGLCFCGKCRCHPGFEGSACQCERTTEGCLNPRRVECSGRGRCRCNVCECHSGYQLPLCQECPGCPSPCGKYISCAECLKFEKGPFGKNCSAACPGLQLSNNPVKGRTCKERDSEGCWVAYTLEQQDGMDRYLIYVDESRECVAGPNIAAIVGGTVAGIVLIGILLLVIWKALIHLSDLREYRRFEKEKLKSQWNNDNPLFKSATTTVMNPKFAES
sEH inh: soluble epoxide hydrolase inhibitors, primary screen, biochemical, human sEH | AID 707, 2007 | inhibition, % at 2 µM | recombinant human sEH enzymatic activity assay | actives 0.34% (n = 91,000) | Bifunctional epoxide hydrolase 2 (Homo sapiens), P34913; in the data active = inhibition above about 80%; note: values of inactives mirror those of a sister screen read the other way; many of its hits are not listed in these tables
Calb biofilm kill: clotrimazole potentiators killing Candida biofilms, primary screen, with clotrimazole, Alamar Blue. C. albicans biofilm + clotrimazole. inhibition, % at 6 µM. actives 0.14% (n = 85,000). AID 834, 2007;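 active = inhibition above 20%; inactive = inhibition below 20%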;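 note: preformed 24 hr biofilms exposed to compound for 48 hr; 0% = biofilm without compound and 100% = blank killed by clotrimazole plus chlorhexidine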
ERb coact inh: inhibitors of ERβ-SRC1 coactivator interaction, primary screen, biochemical, TR-FRET, ERβ LBD, SRC-1 peptide; inhibition, % at 25.6 µM; TR-FRET ER-beta LBD / SRC1-Cy5 peptide binding; receptor agonist-loaded with 1 µM estradiol; AID 633, 2007; actives 1.3% (n = 86,000);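 active = compounds whose percent inhibition of the receptor-coactivator binding signal exceeds about 50% in the single-dose screen, limit read from the data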;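 note: 0% = receptor plus peptide wells without compound and 100% = peptide-only wells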
Mac1 fbg enh: enhancers of CD11b/CD18 adhesion to fibrinogen, primary screen, K562 cells, luminescence. actives 0.07% (n = 93,000). activation, % at 10 µM. Integrin beta-2 (Homo sapiens) + Integrin alpha-M (Homo sapiens), P05107+P11215. ATPlite luminescence;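 active = 10 µM primary screen giving 50% or more activity, confirmed by 40% or more on retest at that dose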; note: strong numbers were not always called active; reference of the scale not given here
sEH act: soluble epoxide hydrolase activators, primary screen, biochemical, human sEH; Bifunctional epoxide hydrolase 2 (Homo sapiens), P34913; purified human sEH enzymatic activity, activator screen; activation, % at 2 µM; actives 0.04% (n = 91,000); in the data active = activation above about 37%; note: values of inactives mirror those of a sister screen read the other way
* = called active by the depositor; x = no result given; [ ] = another dose, or the depositor's remark. This is a subset; count on the stated rates, not on these rows.

SMILES	Smad3 inh	ERa SRC1 pot	MT1-MMP txn act	CD11b adhes inh	sEH inh	Calb biofilm kill	ERb coact inh	Mac1 fbg enh	sEH act
C(#Cc1ccccc1)Cn1nnc2ccccc21	-7.3	86.2	1.6	x	-13.2	9.2	-8.5	x	10.4
Cc1ccc(C)c(N2CCN(C(=O)CN3C(=O)c4ccccc4C3=O)CC2)c1	-5.6	92.2	1.3	-10.1	6.3	0.4	-24.0	-4.7	-7.6
O=C(NCc1cccs1)C1CCC(CNS(=O)(=O)c2ccc(Br)s2)CC1 (stereo unspecified)	-4.0	114.3[fluorescence artefact?]	x	3.9	92.4*	5.8	7.9	-5.8	-92.3
Cc1nn(Cc2nc(-c3cccs3)no2)c(C)c1Br	6.5	92.8	1	-7.5	5.3	2.6	-0.8	-3.8	-7.8
Clc1cc2nc3ccccn3c2cc1Cl	-2.7	110.0	1.4	x	5.7	8.8	-7.2	x	-4.1
CN(C)CCCN1C(=O)C(=O)/C(=C(/O)c2ccc3c(c2)OCO3)C1c1ccccn1 (stereo unspecified)	11.7	93.9	1.2	x	x	3.8	1.2	x	x
COc1cccc(NC(=O)C2CC(=O)N=C(N)S2)c1 (stereo unspecified)	1.4	108.1	1.1	-8.6	3.0	6.2	-25.3[fluorescence artefact?]	1.6	-2.7
COc1ccc(CNC(=O)C2CC(=O)N(c3ccc(OCC(=O)N4CCCCC4)cc3)C2)cc1 (stereo unspecified)	4.5	111.7	1	10.4	32.8	10.8	-4.2	5.9	-31.4
CC(=O)c1cnc2nc(C)nn2c1C	3.5	126.8[fluorescence artefact?]	1.2	-1.4	6.0	8.5	-9.9	-3.0	-4.6
CC(=O)OC1COC(N2CCc3cc(Br)c([N+](=O)[O-])cc32)C(OC(C)=O)C1OC(C)=O (stereo unspecified)	x	x	x	-7.7	11.9	x	x	-2.0	-9.5
CCOC(=O)N1CCN(S(=O)(=O)c2c(C)[nH]c(=O)[nH]c2=O)CC1	2.8	110.6	1.1	1.7	x	4.3	-7.5	1.9	x
CS(=O)(=O)N(CC(=O)N1CCN(Cc2ccccc2)CC1)Cc1ccccc1	10.3	118.7[fluorescence artefact?]	1	-1.9	-14.3	5.7	-7.5	-3.1	12.5

Entries of single compounds as entered above. Order of values: Smad3 inh, ERa SRC1 pot, MT1-MMP txn act, CD11b adhes inh, sEH inh, Calb biofilm kill, ERb coact inh, Mac1 fbg enh, sEH act
Cc1nn(Cc2nc(-c3cccs3)no2)c(C)c1Br as listed: 6.5, 92.8, 1, -7.5, 5.3, 2.6, -0.8, -3.8, -7.8
CCOC(=O)N1CCN(S(=O)(=O)c2c(C)[nH]c(=O)[nH]c2=O)CC1 as listed: 2.8, 110.6, 1.1, 1.7, x, 4.3, -7.5, 1.9, x
Clc1cc2nc3ccccn3c2cc1Cl as listed: -2.7, 110.0, 1.4, x, 5.7, 8.8, -7.2, x, -4.1
CS(=O)(=O)N(CC(=O)N1CCN(Cc2ccccc2)CC1)Cc1ccccc1 as listed: 10.3, 118.7[fluorescence artefact?], 1, -1.9, -14.3, 5.7, -7.5, -3.1, 12.5

(cont.)
SMILES	Smad3 inh	ERa SRC1 pot	MT1-MMP txn act	CD11b adhes inh	sEH inh	Calb biofilm kill	ERb coact inh	Mac1 fbg enh	sEH act
COc1cc2c(cc1NC(=O)CN(C)Cc1nc3ccccc3c(=O)[nH]1)oc1ccccc12	-0.4	115.7	1.2	-3.1	x	3.3	1.4	-2.3	x
COc1ccc(N2CC(O)=C(c3n(C)c4ccccc4[n+]3C)C2=N)cc1	8.3	119.2[fluorescence artefact?]	x	11.2	-5.1	8.0	-0.8	-2.9	8.2
Cn1c(=NC(=O)C2CC2)sc2cccc(F)c21	9.5	107.0[fluorescence artefact?]	1.4	-14.7	x	1.5	-8.5	0.3	x
Cc1nc2ccc(S(=O)(=O)NC(C(=O)Nc3nc4ccc(Cl)cc4s3)C(C)C)cc2s1 (stereo unspecified)	10.2	157.9[fluorescence artefact?]	x	-2.3	-15.0	7.8	16.5	3.5	12.0
COc1ccc(OCCSc2ncnc3nc[nH]c23)cc1	8.4	111.2	x	3.6	-2.1	4.0	-15.2	-4.8	1.3
C#CC(C)(C)NC(=O)c1ccccc1OC	-8.0	122.6	1.1	0.8	x	x	-1.6	-1.0	x
CC1(C)C(=O)Nc2ccccc2N1C(=O)COC(=O)Cn1cnc2ccccc2c1=O	4.6	143.2	1	x	-2.0	9.5	1.5	x	0.1
CCn1nnc2sc3c(c2c1=O)CCC(C)C3 (stereo unspecified)	-6.5[fluorescence artefact?]	73.3	1.3	x	-6.9	-0.9	28.5[fluorescence artefact?]	x	6.8
CCc1ccccc1NC(=O)c1cccc(N2C(=O)C3C4CCC(C4)C3C2=O)c1 (stereo unspecified)	x	x	x	-7.7	-16.3	x	x	-7.7	16.5
c1ccc2c3c(cc(N4CCOCC4)c2c1)OC1(N2CCOCC2)CCCCC1O3 (stereo unspecified)	-9.3	113.4	1	15.1	2.3	7.8	5.9	-2.1	-3.3
CC(C)(C)n1ncc2c(=O)n(Cc3c(F)cccc3Cl)cnc21	x	x	1.4	4.9	2.3	x	x	0.0	-2.7
COC(=O)c1ccccc1NC(=O)NC1CCN(Cc2ccccc2)CC1	-5.6	103.9	1.1	-5.1	7.0	8.8	6.2	1.5	-8.7
CCOC(=O)C1C(=O)NC(c2ccccc2)=NC1c1ccc(Cl)cc1 (stereo unspecified)	x	x	x	-4.1	-13.0	x	x	-2.3	15.6
Nc1nc(C2CC(=O)OC23CCCCC3)cs1 (stereo unspecified)	-4.8	97.8[fluorescence artefact?]	1	x	0.7	6.7	1.8	x	-0.7
O=C(NCc1ccc2c(c1)OCO2)C1CCCN1C(=O)Nc1cccc(F)c1 (stereo unspecified)	-0.9	112.2	1.1	x	-12.5	10.6	-13.1	x	12.6
CCCCC(=O)NC(NC(=S)N1CCOCC1)C(Cl)(Cl)Cl (stereo unspecified)	5.9	108.5	1.3	-3.0	-0.9	3.4	1.9	5.0	1.2
COC(=O)C(O)(CC(=O)Nc1ccc(C)c(F)c1)C(F)(F)F (stereo unspecified)	10.1	127.9	1	-9.2	-10.8	1.5	-6.5[fluorescence artefact?]	-5.1	10.6
COc1ccc(C(=O)Nc2cc(OC)nc(OC)n2)cc1	7.3	108.6[fluorescence artefact?]	1.2	x	-1.4	10.9	1.6[fluorescence artefact?]	x	7.3
C=CCN(C(=O)CSc1nc2[nH]ncc2c(=O)n1-c1ccccc1OC)c1ccccc1	1.5	116.1	0.9	x	x	8.8	-5.8	x	x
Cc1ccc(CN(C)C(=O)c2ccccc2Oc2ccccc2)o1	6.6	120.3	1.1	-21.8	1.6	5.7	-2.7	3.7	0.5
Cc1nn(C(C)C(=O)NNC(=S)Nc2ccc(Cl)cc2)c(C)c1[N+](=O)[O-] (stereo unspecified)	x	x	x	-3.8	2.9	x	x	0.3	-1.1
CC(C)(C)c1ccc(CN2N=Nc3ccccc3S2(=O)=O)cc1	3.0	73.9	1.3	x	1.8	-0.6	-2.9	x	-2.9
O=C(Nc1cccnc1)c1cc(F)cc(F)c1	1.8	110.6[fluorescence artefact?]	1.1	1.5	-10.4	5.3	-5.3	-1.2	10.2
CCOc1ccc(CNC23CN4CN(CN(C4)C2)C3)cc1	-3.8	105.6	1.1	13.6	8.5	4.2	-14.8[fluorescence artefact?]	-2.2	-8.6
CCN(CC)C(=O)CSc1nnc(CNc2ccc(F)cc2)n1-c1ccccc1	7.3	99.1	1	x	4.9	3.5	-5.4	x	-6.6
O=C(CN1C(=O)CSc2ccccc21)NCCC1=CCCCC1	2.6	101.3[fluorescence artefact?]	1.3	0.1	x	9.0	-2.3[fluorescence artefact?]	-4.2	x
Cc1ccc(N2C(=O)c3ccccc3C2Nc2ccc(S(=O)(=O)N3CCOCC3)cc2)nc1 (stereo unspecified)	1.7	97.1[fluorescence artefact?]	x	-6.4	10.1	11.4	2.0[fluorescence artefact?]	-9.8	-6.9
COc1ccc(S(=O)(=O)N2CCN(c3ncnc4c(-c5ccccc5)nsc34)CC2)cc1	-9.1	121.7	1.2	4.5	x	2.8	10.5	-3.0	x
O=C(COC(=O)CC12CC3CC(CC(C3)C1)C2)Nc1ncc(Cl)cc1Cl	3.1	57.0	1.1	9.3	-3.0	5.6	26.3	1.6	3.0
Cc1cccc(OCC(=O)O/N=C(\N)c2ccccn2)c1C	7.0	105.8	1.4	2.4	-1.8	0.1	0.0	3.2	0.7
CCC(c1nnc(SCC(=O)NCCc2ccc(Cl)cc2Cl)o1)N(C)C (stereo unspecified)	-1.0	102.4	1.9	10.7	21.1	1.4	-0.5	-1.5	-19.2
COC(=O)c1sccc1NC(=O)c1csc2c1CCCC2	9.2	117.5	1.2	53.9	0.8	4.7	0.5	-0.2	0.5
Cn1ncc(C#N)c1/N=C/N1CCCCCC1	5.4	101.9	1	-13.4	-3.0	0.4	-1.8[fluorescence artefact?]	-1.6	4.3
COc1ccccc1Nc1nc2ccccc2n1C	-4.3	119.8	1.4	x	-15.5	-0.5	2.8	x	14.0
N#CCN1C(=S)N=C(Nc2cccc(Cl)c2)C12CCCCC2	-3.1	99.5	1.1	x	-1.1	3.5	-0.7	x	3.0
COc1ccc(N=C2SC(C(=O)O)CC(=O)N2C)cc1 (stereo unspecified)	2.3	139.1	1.1	-6.5	-0.6	2.8	-1.9	5.9	0.3
CC(C1CC1)N(C(=O)NC1CCS(=O)(=O)C1)c1ccccc1 (stereo unspecified)	10.9	117.2	1.1	18.6	-6.7	8.7	-1.9	-1.3	4.9
CC(Oc1ccccc1)C(=O)Nc1ccc(S(=O)(=O)N2CCOCC2)cc1 (stereo unspecified)	1.4	113.4	1.2	6.6	-2.7	0.5	0.7	-2.3	2.3
O=C(c1ccc(C(F)(F)F)cc1)N1CCCCC1	-3.4	101.4	0.9	0.1	x	-2.7	-1.4	-2.2	x
CNC(=O)CSc1nnc(-c2cc3c(C)nn(-c4ccccc4)c3s2)n1C	-5.2	108.3	1.1	x	-14.6	-2.0	-2.4	x	9.7
O=S(=O)(NCc1ccc2c(c1)OCO2)c1cccc2cccnc12	3.0	115.3	1.1	4.2	-3.9	6.6	4.7	-6.3	4.0
O=C(NC1CCCC1)c1cccnc1N1CCCCCC1	-12.6	119.9	1.2	2.2	10.2	3.9	-2.3[fluorescence artefact?]	13.2	-10.2
Cc1ccc(Cl)cc1N1CCN(C(c2ccc(C#N)cc2)c2nnnn2C2CCCC2)CC1 (stereo unspecified)	-5.5	105.7	1.3	-3.3	1.8	5.5	-16.6	1.6	-0.6
COc1ccc(S(=O)(=O)N(CCc2ccccc2)CC(=O)O)cc1C	-2.4	99.1	1.1	-32.6	-13.9	4.4	-2.0[fluorescence artefact?]	2.6	11.2
COCCNC(=O)C(c1ccc(F)cc1)N(CCOC)C(=O)CCC(=O)Nc1nccs1 (stereo unspecified)	1.1	84.7	1.1	-26.5	x	6.8	2.2	-0.3	x
COc1ccc(C(=O)N2CCC(N3CCN(c4ccccc4)CC3)CC2)cc1	0.9	111.2	1.1	-6.0	2.2	5.8	2.4	-3.6	-1.3
CCCC(NC(=O)CNC(=O)C(C)(C)C)C(=O)O (stereo unspecified)	-3.0	114.1	1.1	-7.0	7.2	8.9	3.1	-0.8	-3.6
